Screens as filed in PubChem BioAssay.
SNCA expr inhib: reduces expression of the alpha-synuclein gene | actives 0.17% (n = 140,000) | AID 1671194 | Potency, µM (series often up to 57.2 µM), for the others: at the top dose activity change, negative = inhibition, most hits filed as inhibitors | HEK-293 SNCA-luciferase knock-in, luminescence, 24 h;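 note: potency is the fitted concentration of half-maximal effect; plate controls were DMSO cells for no effect and cell-free wells for full effect; nearly all actives have a fitted effect of over 45% in size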
IP6K1 inh: blocks human inositol hexakisphosphate kinase 1; Q92551; IP6K1 kinase, ADP-Glo luminescence, 2 h; stronger effect = lower value; activity change, % (series mostly up to about 58 µM); actives 0.81% (n = 140,000); in the data active = activity change below about -25%
Target sequence (Q92551 whole entry, looked up): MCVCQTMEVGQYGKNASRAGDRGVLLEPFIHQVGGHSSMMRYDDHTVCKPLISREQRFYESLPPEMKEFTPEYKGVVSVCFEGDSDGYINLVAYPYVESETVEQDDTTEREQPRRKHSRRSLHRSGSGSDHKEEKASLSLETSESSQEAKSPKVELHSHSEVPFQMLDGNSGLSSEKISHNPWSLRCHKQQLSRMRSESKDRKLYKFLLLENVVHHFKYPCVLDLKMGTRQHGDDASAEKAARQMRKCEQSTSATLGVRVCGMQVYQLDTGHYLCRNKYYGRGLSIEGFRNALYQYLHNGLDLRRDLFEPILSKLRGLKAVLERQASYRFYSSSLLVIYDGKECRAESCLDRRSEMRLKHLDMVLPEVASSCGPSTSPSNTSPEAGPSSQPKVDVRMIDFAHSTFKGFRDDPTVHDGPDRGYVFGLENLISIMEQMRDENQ
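ADP-Glo luminescence measures ADP made by human IP6K1 during a 2 h RT reaction with ATP/IP6 (mix at 1.3 mM/130 uM); top library doses 57.5 and 19.1 uM final.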
Luciferase inh: inhibitors of firefly (Photinus pyralis) luciferase | P08659 | purified P. pyralis luciferase, luminescence, biochemical | Potency, µM (highest dose often 115 µM), without a hit: at the highest dose activity change, negative = inhibition, actives largely listed as inhibitors | actives 2.5% (n = 76,000) | AID 1347043; note: potency is the fitted concentration of half-maximal effect; nearly all actives have a fitted effect of over 65% in size
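Inhibitors were tested against purified firefly luciferase in a biochemical, low-substrate format (both substrates at 10uM) and luminescence measured with a CCD imager.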
NIH3T3 tox: cytotoxic compounds in NIH 3T3 cells | NIH 3T3 viability, CellTiter-Glo ATP luminescence, 48-72 h | Potency, µM (series often up to 96.7 µM), for inactives: at the top dose activity change, negative = cytotoxicity, hits mostly inhibitors | actives 4.3% (n = 94,000); note: potency is the fitted concentration of half-maximal effect; nearly all actives have a fitted effect of over 55% in size
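Mouse fibroblast NIH 3T3 cells, 400 per well, received compound via pintool and were incubated for 48 or 72 hr prior to CellTiter-Glo ATP luminescence measurement.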
GPT2 inhibitor: GPT2 alanine aminotransferase inhibition | Q8TD30 | Recombinant GPT2, coupled pyruvate oxidase/HRP Amplex Red fluorescence | Potency, µM (titrated, usually from 57.7 µM), for the others: at the highest dose activity change, negative = inhibition, usual class: inhibitors | actives 0.25% (n = 100,000); note: potency is the fitted concentration of half-maximal effect; nearly all actives have a fitted effect of over 60% in size; many of its hits are not listed in these tables
Target sequence (Q8TD30 whole entry, looked up): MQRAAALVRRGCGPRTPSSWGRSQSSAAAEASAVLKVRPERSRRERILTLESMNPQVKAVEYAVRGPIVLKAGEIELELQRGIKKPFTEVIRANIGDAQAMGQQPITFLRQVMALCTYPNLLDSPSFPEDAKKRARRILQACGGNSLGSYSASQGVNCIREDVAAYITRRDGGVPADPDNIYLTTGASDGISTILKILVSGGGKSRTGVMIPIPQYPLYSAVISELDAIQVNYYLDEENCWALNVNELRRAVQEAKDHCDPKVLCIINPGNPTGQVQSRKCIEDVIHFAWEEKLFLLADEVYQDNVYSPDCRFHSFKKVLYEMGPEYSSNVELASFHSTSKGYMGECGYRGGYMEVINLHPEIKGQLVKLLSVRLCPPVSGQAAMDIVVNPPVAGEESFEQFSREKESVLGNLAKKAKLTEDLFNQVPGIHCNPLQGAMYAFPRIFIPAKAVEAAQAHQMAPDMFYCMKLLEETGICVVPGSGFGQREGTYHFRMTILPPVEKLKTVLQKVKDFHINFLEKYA
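Inhibition is scored from Amplex Red fluorescence generated when pyruvate oxidase and HRP act on pyruvate released by GPT2. Reactions contain 10ng/uL enzyme, 250uM a-KG and 2mM L-alanine and run 30 min at room temperature.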
HEK cytotox: HEK 293 cell cytotoxicity. HEK 293 viability, ATP luminescence (CellTiter-Glo), 48-72 h. Potency, µM (top dose mostly 115 µM), for the others: at the highest dose activity change, negative = cytotoxicity, actives largely listed as inhibitors. actives 6.6% (n = 94,000). AID 1345083; note: potency is the fitted concentration of half-maximal effect; nearly all actives have a fitted effect of over 60% in size
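Luminescence from cellular ATP, measured with CellTiter-Glo, indicates HEK 293 viability. Cells plated at 250 cells/well are treated with compound for 48 or 72 hr at 37 degree Celsius before reagent addition.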
HEK293 viab: cell viability loss counter-screen; HEK-293-SNCA-luc viability, GF-AFC fluorescence, 24 h; Potency, µM (titrated, usually from 57.1 µM), for the others: at the top dose activity change, negative = cytotoxicity, most hits filed as cytotoxic; actives 0.12% (n = 150,000);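 note: potency is the fitted concentration of half-maximal effect; 0% = DMSO-treated cells and -100% = medium-only wells without cells; nearly all actives have a fitted effect of over 30% in size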
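Cytotoxicity counterscreen: after 24 h compound treatment of genome-edited SNCA-luciferase HEK-293 cells, live-cell protease substrate GF-AFC read by fluorescence after 30 min; activity scaled between DMSO (0%) and medium-only (-100%), curves Hill-fitted.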
* = called active by the depositor; i = inactive; u = inconclusive; x = not tested or not shown; [ ] = dose if it differs, or a comment. Unless noted, calls come from the whole dose curve; as a rule, active = well fitted curve in the direction sought with a large enough effect; inconclusive = small, poorly fitted or top-dose-only effect, or another doubt; inactive = no such curve, though single readings can be large; an effect the other way counts as inactive or inconclusive. Unless noted, % is set by controls: 0 for no effect and ±100 for the full control effect.

| Molecule | GPT2 inhibitor | Luciferase inh | IP6K1 inh | HEK cytotox | SNCA expr inhib | HEK293 viab | NIH3T3 tox |
| --- | --- | --- | --- | --- | --- | --- | --- |
| COc1ccc(NC(=O)C2CCC(CNS(=O)(=O)c3csc(C(N)=O)c3)CC2)cc1 (stereo not given) | x | x | -39* | x | -17% | 8% | x |
| O=C(NCCc1ccc(F)cc1)c1ccc2nnc(-c3cc(F)ccc3F)n2c1 | 2% | x | 14 | u | u | -11% | u |
| CCOc1ccc(CCNC(=O)Cn2nc(C)c3c(C)n(-c4ccccc4)nc3c2=O)cc1OCC | x | x | 21 | x | 6% | -1% | x |
| CCCCNC(=O)Cc1csc2nc(C)c(-c3cc(C)n(-c4cccc(C)c4)n3)c(=O)n12 | i | -7% | 7 | -10% | 5% | 7% | -32% |
| CCOC(=O)Oc1ccc(CCNC(=O)[C@H](CCSC)NC(C)=O)cc1OC(=O)OCC | 4% | x | 4 | x | -30%[25.6 µM] | -18%[23.9 µM] | x |
| CCC(=O)N1c2ccccc2CC1C(=O)N1CCN(c2cccc(Cl)c2)CC1 (stereo not given) | x | x | 11 | x | -6% | -3% | x |
| O=C(NC[C@H]1CN(c2ccc(N3CCOCC3=O)cc2)C(=O)O1)c1ccc(Cl)s1 | i | x | -6 | x | x | -6% | x |
| Cc1cccc(OCC(=O)N2CC(F)(F)C[C@H]2c2nnc(C)o2)c1 | i | 0% | -2 | -24% | -13% | -3% | -22% |
| COc1cccc(CC(=O)N2CCC3(CCC3OC)CC2)c1 (stereo not given) | 0% | x | 20 | 2% | 112%[activator] | 4% | -19% |
| Cc1cc(C)cc(NC(=O)Cn2nnc(C(=O)Nc3cc(C)cc(C)c3)c2N)c1 | x | x | 39 | x | -15% | 2% | x |
| CCOc1ccc(-c2nonc2NC(=O)c2oc3c(C)c(C)ccc3c2C)cc1OCC | x | x | -5 | x | 5% | -4% | x |
| C#CCN(C)Cc1nc(C2(O)CCN(CCC(C)C)CC2)cs1 | i | -5%[172 µM] | 12 | -29%[172 µM] | -18%[87.6 µM] | -4%[87.6 µM] | u |
| CN(C)C(=O)c1cccnc1OC1CCN(S(=O)(=O)Cc2ccccc2Cl)C1 (stereo not given) | i | -2% | 20 | 2% | 14% | -5% | -4% |
| Cc1ccc(CNC(=O)N2CCCC(c3nc(C(C)C)no3)CCNC(=O)CC2)cc1 (stereo not given) | i | 8% | -5 | i | -5% | 1% | -2% |
| Cc1noc(/C=C/c2ccco2)c1S(=O)(=O)N1CCC(C(=O)Nc2ccc(F)cc2F)CC1 | x | x | 0 | x | -1% | -1% | x |
| O=C(NOCC(O)CO)c1cc(Br)c(F)c(F)c1Nc1ccc(I)cc1F (stereo not given) | u | x | x | x | 4% | -24% | x |
| CNC(=O)c1cc(C)nc2onc(C3CCN(C(=O)Cc4cccc(Cl)c4)C3)c12 (stereo not given) | x | x | -5 | -15% | x | x | -27% |
| O=C(c1ccc(C(F)(F)F)cc1)N1CCn2c(nn(-c3ccc(C(F)(F)F)cc3)c2=O)C1 | -1% | x | -5 | u | -4% | 11% | u |
| Cc1cc(C(=O)N2CCc3c(nc(-c4ccc(F)cc4)[nH]c3=O)C2)nn1C | -2% | -2% | 12 | -6% | -9% | 4% | -11% |
| CCOC(=O)c1ccc(N2C(=O)[C@@H]3Cc4nc[nH]c4CN3C2=O)cc1 | 1%[88.5 µM] | -3%[172 µM] | 6 | i | -5%[87.6 µM] | 7%[87.6 µM] | i |
| CN(C)C(=O)C1CCc2nnc(C3CCN(C(=O)c4ccccc4)CC3)n21 (stereo not given) | 2% | x | -11 | 2% | 4% | -2% | i |
| COCCCNc1nc2c(S(=O)(=O)c3ccc(C)c(C)c3)nnn2c2ccccc12 | -23% | x | 20 | -9% | 9% | 10% | u |
| O=C(NCc1nnc2ccc(-c3ccc(Cl)cc3)nn12)c1cc(F)ccc1F | i | 6% | 16 | -23% | -10% | -7% | -21% |
| Cc1ccc(CNC(=O)c2c(-c3cccc(Br)c3)noc2C)o1 | x | x | -17 | x | -12% | 2% | x |
| CCC(=O)NCCC1CCN(C(=O)Nc2ccc(C)cc2)CC1 | 4% | 13µM* | -2 | 12% | -10% | 14% | i |
| CNC(C)c1ccccc1OC (stereo not given) | i | x | 0 | i | -12%[87.6 µM] | 4%[87.6 µM] | 5%[174 µM] |
| CCc1ccc(C(=O)NC2=NC(c3cc(OC)ccc3OC)CC(=O)N2)cc1 (stereo not given) | x | x | 16 | x | -16% | -16% | x |
| CC(=O)N1CCC([C@@H]2CN(C(=O)CCCc3ccccc3)C[C@H]2CO)CC1 | 1% | 4% | 11 | 1% | 65%[activator] | 0%[12.5 µM] | -29% |
| c1ccc(COCCCc2nc(C3CCOC3)n[nH]2)cc1 (stereo not given) | 3% | 0% | 1 | 4% | u | -9% | i |
| O=C(C1CC1)N1CC[C@H](c2nc3ccccc3s2)C1 | -9%[88.5 µM] | -5%[230 µM] | 10 | -12%[230 µM] | 24%[87.6 µM] | 6%[87.6 µM] | -8%[174 µM] |
| O=C(c1ccc(F)cc1)N1CCC2(CC1)CCN(Cc1cccs1)c1ccccc1O2 | 3% | -12% | -6 | 45µM* | u | -28% | u |
| O=C(c1ccccc1)N1CCC(NCc2cnn(-c3cccc(F)c3)c2)CC1 | i | 0% | 14 | -29% | 2% | -13% | -26% |
| N#Cc1cccnc1N1CC[C@@H](N2CCC(O)CC2)[C@H](O)C1 | i | -2% | -2 | -2% | 21% | 3% | 3% |
| C#CCNC(=O)c1nc2sccn2c1-c1ccc(C(F)(F)F)cc1 | -11%[88.5 µM] | x | 19 | u | 8%[87.6 µM] | -7%[87.6 µM] | u |
| COc1ccc(CN2CCC3(CC(=O)Nc4ccccc4N3)C2)cc1 (stereo not given) | 0% | x | 20 | -10% | 6% | 3% | -5% |
| Cn1cc(-c2cn(C)c(=O)n3cc(COc4ccc(Cl)cc4)nc23)cn1 | u | u | -2 | 71µM* | -20%[87.6 µM] | -29%[87.6 µM] | u |
| Cc1ccsc1C(=O)N1CCC(CC(=O)NCc2ccccc2)C1 (stereo not given) | i | -6% | 0 | -7% | -12% | -8%[12.5 µM] | -3% |
| CC(=O)N1CCC(n2c(C)cnc2-c2ccccc2)CC1 | 2% | 3% | 26 | -8% | 25% | 0% | -7% |
| COCC1(CNCc2cnn(C)c2)C[C@@H](O)[C@@H](O)C1 (stereo not given in full) | -14%[88.5 µM] | -5%[230 µM] | 6 | i | 10%[87.6 µM] | 1%[87.6 µM] | i |
| CCOc1ccc(CNC(=O)c2ccc(NC(=O)N3CCCCc4ccccc43)cc2)cc1 | x | x | 5 | x | -20% | 8% | x |
| COc1cc(C(=O)NCCSc2c(C)[nH]c3ccccc23)cc(OC)c1OC | x | x | 0 | x | -6% | 3% | x |
| Cc1nn(-c2ccccc2)c2c1C(C)N(C1CCCN(C(=O)N(C)C)C1)C2=O (stereo not given) | x | x | 5 | u | x | x | -19% |
| CN1CC2(CCN(C(=O)c3ccccc3C3CCNC3)CC2)CC1=O (stereo not given) | -2%[11.5 µM] | 0% | 23 | -4% | 5% | 0% | -2% |
| CCOc1cc(CNC(=O)c2ccc3nc(CCc4ccccc4)oc3c2)ccc1OC | x | x | 2 | x | -8% | -2% | x |
| CN(C)[C@H]1CCN(C(=O)c2ccc(SCCO)cc2)C[C@H]1CCC(=O)O | i | -6% | 10 | 0% | -4% | 2% | 3% |
| N#Cc1ccc(CN2C[C@@H]3C[C@H]2C(=O)N(Cc2ccccc2)c2ccccc2O3)cc1 | -6%[88.5 µM] | -6%[172 µM] | -18 | 50µM* | -29%[87.6 µM] | -19%[87.6 µM] | u |
| Cc1ccc(NC(=O)Cn2cc(S(=O)(=O)N3CCCC3)c(S(=O)(=O)N3CCCC3)c2)cc1C | x | x | 26 | x | 77%[activator] | u | x |
| CC(C)n1c(C2CCN(C(=O)Cc3cccc(F)c3)CC2)nn(C)c1=O | i | 6% | -14 | i | -9% | 2% | -9% |
| CCCNC(=O)N(C1CCOCC1)C1CCN(C(=O)c2ccc(Cl)s2)CC1 | 2% | -3% | 11 | 18% | -27% | -22% | u |
| O=C(NC1CCc2nn(CC3CC3)c(=O)n2CC1)c1cc(C2CC2)[nH]n1 (stereo not given) | -1% | 5% | -7 | -3% | -22% | -8% | 0% |
| COc1ccc(S(=O)(=O)N2C[C@@H](F)C[C@H]2C(=O)N2CCOCC2)cc1 | 3% | -9% | 10 | -4% | -8% | -4% | -13% |
| O=C(O)CCC(=O)N1Cc2ccccc2CC2(CCCN(Cc3ccncc3)C2)C1 (stereo not given) | 3% | x | 13 | -14% | 10% | 6% | -16% |
| N#CCc1ccc(O)cc1O[C@@H]1O[C@H](CO)[C@@H](O)[C@H](O)[C@H]1O | i | x | -3 | x | x | -9% | x |
| CCC(=O)O[C@]1(C(=O)CCl)[C@@H](C)C[C@H]2[C@@H]3C[C@H](F)C4=CC(=O)C=C[C@]4(C)[C@@]3(F)[C@@H](O)C[C@@]21C | -4% | x | 3 | x | x | -2% | x |
| O=C(NC1CC1)C1(F)CCN(S(=O)(=O)c2ccccc2)CC1 | u | x | 20 | u | -4% | 5% | -31% |
| O=C(CCC1CCN(Cc2cccc3c2OCO3)CC1)NCc1cccc(C(F)(F)F)c1 | -16% | 5% | 1 | u | -3% | -3% | u |
| O=C(Cn1nc2c(cc1=O)CCCCC2)NC1CCN(C(=O)c2cc3ccccc3[nH]2)CC1 | i | -2% | -1 | u | 15% | -9% | -29% |
| Cn1ncc2c(C(=O)NCC#N)cc(-c3cccc(C(F)(F)F)c3)nc21 | x | x | 7 | -15% | x | x | -28% |
| CN(C)c1ccc(C(=O)N2CC[C@@H](CC(=O)O)[C@@H](CCN3CCN(c4ccc(F)cc4)CC3)C2)cc1 | i | -5% | 14 | i | 1% | -15% | -1% |
| Cc1cn2cc(C(=O)N(C)CCC(O)c3ccccc3)ccc2n1 (stereo not given) | 0%[11.5 µM] | -2% | 11 | -9% | -16% | 2% | -15% |

Further entries
| Molecule | GPT2 inhibitor | Luciferase inh | IP6K1 inh | HEK cytotox | SNCA expr inhib | HEK293 viab | NIH3T3 tox |
| --- | --- | --- | --- | --- | --- | --- | --- |
| CO[C@@H]1C[C@H]2C(=O)Nc3ccc(-c4ccccc4F)cc3C(=O)N2C1 | -9%[88.5 µM] | -6%[172 µM] | 10 | u | -28%[87.6 µM] | -3%[87.6 µM] | -5%[174 µM] |
| CCNC(=O)OC1CCN(C(=O)Nc2ccccc2)CC(=O)N(C)c2ccccc21 (stereo not given) | x | x | 1 | u | x | x | u |
| O=c1[nH]c(C2CCCN(Cc3ccsc3)C2)nn1-c1ccccc1 (stereo not given) | i | -3%[172 µM] | 23 | u | -4%[87.6 µM] | 0%[87.6 µM] | -28%[138 µM] |
| CCO[C@H]1CN(C(=O)Cc2c(C)[nH]c3c(F)cccc23)C[C@@H]1O | -10% | 11% | -2 | -4% | 44%[activator] | 4% | -18% |
| O=C(Cn1cccc1-c1nc(-c2ccccc2)no1)NCc1ccc(F)cc1Cl | 5% | 6% | 10 | u | -27% | -15% | u |

This is a subset; the hit share may differ from the screen's.
